Screening results deposited in PubChem BioAssay by several laboratories.
DNMT1 inh – human DNMT1 methyltransferase inhibitors, primary screen, biochemical, molecular beacon, fluorescence, HinP1I cleavage, uHTS; DNA (cytosine-5)-methyltransferase 1 (Homo sapiens), P26358; inhibition (reported as % activation of signal), % at 10 µM; 0.83% of 360,000 active; in the data active means inhibition above about 50%
LMPTP inh – LMPTP phosphatase inhibitors, primary screen, biochemical, fluorescence intensity, uHTS. Low molecular weight phosphotyrosine protein phosphatase (Homo sapiens), P24666. recombinant LMPTP-A, OMFP fluorogenic substrate. inhibition, % at 20 µM. 0.22% of 360,000 active. AID 651560, 2012;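 active means compounds that cut the enzyme signal by at least half of the control window in the single-dose screen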;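 further: plate controls were DMSO wells with enzyme plus substrate for no effect and substrate without enzyme for full effect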
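Test system: LMPTP-A, protein tyrosine phosphatase of low molecular weight; Input: 0.625 nM enzyme; Incubation: 50 min dark incubation at room temperature; Signal: endpoint fluorescence intensity from OMFP dephosphorylation; Read-out basis: % inhibition versus control wells.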
SUMO1-SIM PPI – modulators of SUMO1 protein-protein interactions, primary screen, biochemical, uHTS; Small ubiquitin-related modifier 1 (Homo sapiens), P63165; SUMO1 binding to a labelled peptide, TR-FRET, 1 h; 0.33% of 360,000 active; inhibition, % at 20 µM; in the data active means inhibition above about 37%
Neddyl block – inhibitors of cullin neddylation, primary screen, biochemical, TR-FRET, uHTS, NAE and Ubc12. 0.58% of 360,000 active. NEDD8-conjugating enzyme Ubc12 (Homo sapiens) + NEDD8-activating enzyme E1 regulatory …. calls only at 25 µM; in the data active means inhibition above about 36%
STEP inh – STEP phosphatase inhibitors, primary screen, biochemical, fluorescence intensity, uHTS; 0.25% of 360,000 active; Tyrosine-protein phosphatase non-receptor type 5 (Homo sapiens), P54829; recombinant STEP, OMFP fluorogenic substrate; inhibition, % at 20 µM;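 active means inhibition at 20 µM, scaled per plate between control wells, above about 37%, limit read from the data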;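 further: 0% = DMSO with enzyme and substrate and 100% = substrate only without enzyme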
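Measure: Control-normalized % inhibition with plate pattern correction | Test system: STEP phosphatase, cell-free reaction | Medium: pH 6.0 Bis-Tris with DTT and Tween 20 | Technique: Fluorescence, 480/540 nm | Times: Reaction 20 min, ambient temperature | Doses: Single compound dose of 20 µM, 1% DMSO final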
Tb MetRS inh – T. brucei MetRS inhibitors, primary screen, biochemical, luminescence; methionyl-tRNA synthetase (Trypanosoma brucei brucei); purified T. brucei MetRS, ATP depletion, Kinase-Glo luminescence; inhibition, % at 11.9 µM; 0.4% of 360,000 active;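 active means inhibition above a per-plate cutoff of the control wells' mean inhibition plus 3 SD, cut at about 5.5% in these data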;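 further: 0% = DMSO wells median and 100% = median of wells with control inhibitor compound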
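System: purified T. brucei MetRS enzyme / Detection: Kinase-Glo luciferase luminescence reporting remaining unconsumed ATP / Medium: HEPES buffer with MgCl2, KCl, DTT, spermine, BSA, pyrophosphatase / Replication: singlicate, one well per compound / Evaluation: percent inhibition relative to median high and low control wells / Schedule: 2 h aminoacylation at 25 °C after 15 min preincubation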
NadD block – inhibitors of S. aureus NadD, primary screen, biochemical, colorimetric, uHTS | AID 602399, 2012 | inhibition, % at 20 µM | 0.78% of 360,000 active | purified NadD enzyme, colorimetric absorbance read-out | Nicotinate-nucleotide adenylyltransferase NadD (Staphylococcus aureus N315); in the data active means inhibition above about 26%; further: some compounds past the cut are filed as inactive
SKN-1 block – suppressors of acrylamide-induced Pgst-4::GFP reporter in worms, primary screen, SKN-1 inhibitor project, whole organism, uHTS, GFP/RFP fluorescence ratio, strain VP596; C. elegans VP596 Pgst-4::GFP/RFP ratio, 24 h; inhibition, % at 21.8 µM; 0.49% of 360,000 active; AID 624304, 2012;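 active means interference check ratio from 0.5 to 1.5 plus GFP to RFP signal ratio inhibition reaching or exceeding a fixed threshold, cut at about 30% in these data, passing the limit was not always enough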; further: some compounds called inactive have numbers as strong as hits
Scp1 inh – Scp-1 phosphatase inhibitors, primary screen, biochemical, colorimetric, uHTS | Carboxy-terminal domain RNA polymerase II polypeptide A small phosphatase 1 (Homo … | Recombinant Scp1, phosphopeptide, malachite green phosphate absorbance | inhibition, % at 20 µM | 0.88% of 340,000 active;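 active means inhibition above about 50% at 20 µM, limit read from the data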;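 further: plate controls were DMSO wells with enzyme for no effect and wells lacking enzyme for full effect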
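Test system: SCP-1 phosphatase catalytic domain, residues 76-261 | Compound dosing: One concentration, 20 µM, with 1.0% DMSO | Schedule: 45 min room-temperature reaction, 5 min colour, 30 min stabiliser | Detection: Absorbance at 630 nm | Read-out basis: % inhibition of SCP-1 phosphate liberation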
CendR NRP1 mod – modulators of CendR peptide binding to NRP-1, primary screen, biochemical, fluorescence polarization, uHTS; 0.85% of 360,000 active; inhibition, % at 25 µM; Neuropilin-1 (Homo sapiens), O14786; FAM-RPARPAR peptide binding to NRP-1; AID 602438, 2012;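 active means inhibition or corrected inhibition above about 18%, plus a signal ratio from 0.5 to 1.5, limit read from the data, passing the limit was not always enough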; further: strong numbers were not always called active
Target sequence (O14786 whole entry, looked up): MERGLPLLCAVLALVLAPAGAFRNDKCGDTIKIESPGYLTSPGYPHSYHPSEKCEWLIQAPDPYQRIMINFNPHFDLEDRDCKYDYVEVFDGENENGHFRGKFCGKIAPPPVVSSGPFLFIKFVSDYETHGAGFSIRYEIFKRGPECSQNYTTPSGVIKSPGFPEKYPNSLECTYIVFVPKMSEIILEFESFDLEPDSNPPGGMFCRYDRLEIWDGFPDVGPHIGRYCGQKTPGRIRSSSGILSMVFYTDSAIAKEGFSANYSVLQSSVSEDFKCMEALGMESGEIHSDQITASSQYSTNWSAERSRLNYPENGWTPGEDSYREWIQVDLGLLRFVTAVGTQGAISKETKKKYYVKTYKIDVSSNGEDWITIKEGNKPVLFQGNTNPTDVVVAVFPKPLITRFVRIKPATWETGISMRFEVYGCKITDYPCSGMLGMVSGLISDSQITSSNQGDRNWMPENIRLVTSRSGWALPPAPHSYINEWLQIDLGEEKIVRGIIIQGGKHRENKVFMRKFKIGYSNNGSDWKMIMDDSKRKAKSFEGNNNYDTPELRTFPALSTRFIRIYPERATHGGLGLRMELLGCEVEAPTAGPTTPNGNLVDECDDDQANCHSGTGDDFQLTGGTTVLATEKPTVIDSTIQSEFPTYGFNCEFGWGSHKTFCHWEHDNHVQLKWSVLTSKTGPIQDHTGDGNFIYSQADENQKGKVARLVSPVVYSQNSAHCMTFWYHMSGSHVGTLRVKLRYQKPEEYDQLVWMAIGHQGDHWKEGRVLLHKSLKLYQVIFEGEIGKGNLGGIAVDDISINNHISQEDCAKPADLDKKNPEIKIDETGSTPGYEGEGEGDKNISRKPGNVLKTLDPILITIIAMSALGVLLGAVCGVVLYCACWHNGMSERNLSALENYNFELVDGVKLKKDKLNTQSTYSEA
The depositor's hits bear a star; i = inactive; . = no result given; + = active, no number.

SMILES	DNMT1 inh	LMPTP inh	SUMO1-SIM PPI	Neddyl block	STEP inh	Tb MetRS inh	NadD block	SKN-1 block	Scp1 inh	CendR NRP1 mod
O=C(Nc1ccc(F)cc1F)N1CCCCCC1	2	0.0	-1	i	2	-0.6	-9	-19	4	7
O=C(Nc1cccnc1)Nc1ccc(F)c(Cl)c1	-5	0.5	-3	i	-6	1.0	0	7	-4	-3
Cc1nc(C)c(/C(O)=C\c2nc3ccc([N+](=O)[O-])cc3oc2=O)o1	1	-0.9	-22	i	2	0.1	-2	-19	-14	-10
COc1ccc(S(=O)(=O)N(C)C[C@H]2OCc3cnnn3CCCC(=O)N([C@@H](C)CO)C[C@H]2C)cc1	2	-3.0	2	i	0	-0.2	-4	4	.	2
CCOc1ccc(N2C(=O)CC(Sc3n[nH]c(-c4ccccc4)n3)C2=O)cc1 (stereo unspecified)	-2	-4.2	-5	i	0	0.1	2	8	-2	7
O=C(COc1ccccc1)N1CCN=C1SCc1ccccc1F	0	3.3	-1	i	2	-0.1	4	-2	-12	7
C=CCOc1nc(-c2ccncc2)nc2ccccc12	4	-0.1	-1	i	3	-0.8	-1	1	6	6
CC1=NN(c2ccccc2)C(=O)/C1=C/c1c(O)n(-c2ccc(F)cc2)[nH]c1=O	-19	2.0	10	i	1	-0.8	2	-7	8	-10
COc1ccc(CN(C)S(=O)(=O)c2nnc(NC(=O)c3ccccc3Br)s2)cc1	-3	1.4	8	i	-2	0.0	-1	-11	-6	-2
Cc1ccc(C)c(CN2C(=O)COc3ccc(C(=O)c4ccccc4C(=O)O)cc32)c1	-2	-0.3	4	i	-2	1.7	-4	5	-2	-9
CCc1nnc(NC(=O)C2CC(=O)N(CCc3ccc(F)cc3)C2)s1 (stereo unspecified)	-1	-0.9	7	i	7	-0.1	0	13	9	-4
CC1CCc2nc(NC(=O)Nc3ccc4c(c3)OCO4)sc2C1 (stereo unspecified)	-18	3.8	4	i	3	-0.1	5	5	-2	11
O=C(CN1CCN(S(=O)(=O)c2ccccc2F)CC1)NCC1(N2CCOCC2)CCCCC1	-1	-0.9	2	i	-2	-0.2	-4	2	-5	-13
C=CCS/C(=N\n1cnc2ccccc2c1=O)N(CC)CC	1	-0.3	-1	i	-2	-0.8	-1	-6	3	-5
O=C(COC(=O)c1ccco1)NC1CCCC1	1	0.4	7	i	-1	0.2	0	-8	-5	12
Cc1cccc(N2CCN(CCNC(=O)c3cc4c(s3)CS(=O)(=O)C4)CC2)c1C	-13	1.9	2	i	-2	-0.7	10	4	0	-6
O=C(O)c1cc2ccc3cccc4ccc(c1)c2c34	3	-0.6	-11	+	-1	-0.4	-3	-8	-10	-4
O=C(O)c1ccc[nH]c1=S	-1	1.1	1	i	2	0.3	-2	1	3	-6
Cc1[nH]c2ccccc2c1C(c1ccccn1)N1CCCC1 (stereo unspecified)	-1	-1.9	-2	i	0	2.0	-7	-1	-5	6
O=C(Nc1nncs1)c1cccc(S(=O)(=O)N2CCc3ccccc32)c1	-1	-1.0	8	i	2	-1.5	2	-3	-5	2
CCn1nc(C)cc1C(=O)NC1CC(C)(C)Cc2c1cnn2-c1cccc(F)c1 (stereo unspecified)	5	-0.2	1	i	-2	-0.7	-6	4	-7	6
O=C(CN1C(=O)CSc2ccc(S(=O)(=O)N3CCOCC3)cc21)NCc1cccnc1	-3	0.4	1	i	-2	-0.8	-2	-4	3	-10
CN1CCC(=NNC(=O)CN(c2ccccc2)S(=O)(=O)c2ccccc2)CC1	3	-0.3	6	i	-3	-0.3	-2	16	-9	-6
COc1ccc(S(=O)(=O)Nc2ccc(N3CCOCC3)cc2)cc1Br	-5	-0.4	-7	i	-2	-0.1	-8	-3	-5	-6
CCCC(=O)Nc1ccc(Cc2ccc(NC(=O)CCC)c(C(=O)O)c2)cc1C(=O)O	2	-0.4	6	i	1	-0.7	-2	4	-2	-7

Taken from above.
COc1ccc(CN(C)S(=O)(=O)c2nnc(NC(=O)c3ccccc3Br)s2)cc1 | Scp1 inh: -6
COc1ccc(S(=O)(=O)N(C)C[C@H]2OCc3cnnn3CCCC(=O)N([C@@H](C)CO)C[C@H]2C)cc1 | LMPTP inh: -3.0

Two compounds from above, limited to SUMO1-SIM PPI.
smiles	SUMO1-SIM PPI
O=C(CN1CCN(S(=O)(=O)c2ccccc2F)CC1)NCC1(N2CCOCC2)CCCCC1	2
O=C(CN1C(=O)CSc2ccc(S(=O)(=O)N3CCOCC3)cc21)NCc1cccnc1	1

(further entries)
SMILES	DNMT1 inh	LMPTP inh	SUMO1-SIM PPI	Neddyl block	STEP inh	Tb MetRS inh	NadD block	SKN-1 block	Scp1 inh	CendR NRP1 mod
O=S(=O)(NCc1ccco1)N1CCCCCC1	1	0.9	0	i	-1	-0.6	1	-22	2	-5
O=C(CCC(=O)c1ccc(Cl)cc1)OCn1nnc2ccccc2c1=O	-3	-0.8	-5	i	9	0.1	-5	0	-6	-3
CC(=O)NC(CC(=O)OCC(=O)c1c(N)n(CC(C)C)c(=O)n(C)c1=O)c1ccccc1 (stereo unspecified)	2	0.3	6	i	-2	-0.1	-3	7	-6	7
O=C1COc2ccc(C(=O)COC(=O)CNC(=O)C3CCCCC3)cc2N1	1	14	-3	i	-3	-0.9	0	-1	-1	1
CN1C(=O)C2(OCC(COc3ccc(Cl)cc3)O2)c2ccccc21 (stereo unspecified)	-5	0.9	4	i	5	-0.1	-11	3	-13	16
COc1ccccc1CN1CCNC(=O)C1CC(=O)N(C)C1CCOCC1 (stereo unspecified)	-3	-0.8	22	i	1	-0.2	3	10	.	2
O=C(CCCCCN1C(=O)c2ccccc2C1=O)Nc1ccc2c(c1)OCCO2	-1	0.7	-3	i	4	0.1	-4	0	5	14
COc1cc(NC(=O)CN2CCCCC2C)c(C)cc1[N+](=O)[O-] (stereo unspecified)	-4	-1.4	-8	i	3	0.5	0	6	-3	-1
CC(C)(C)c1csc(Sc2ccc([N+](=O)[O-])cn2)n1	2	-0.5	-31	i	1	-1.2	-3	14	-11	-6
Cc1cc(NC(c2cccnc2)c2ccc3cccnc3c2O)no1 (stereo unspecified)	0	-2.7	-12	i	0	-1.5	5	5	0	14
COCCCN1C(=O)C(CC(=O)NCc2ccco2)CC(C(=O)N2CCOCC2)=C1C (stereo unspecified)	-6	-2.2	0	i	3	-0.1	-3	9	.	-7
Cc1ccccc1OCC(=O)Nc1nnc(S(=O)(=O)N2CCCC2)s1	5	-0.1	11	i	-3	0.2	2	0	-7	-11
CS(=O)(=O)N1CCC(Oc2ccccc2C(=O)N2CCCCC2CO)CC1 (stereo unspecified)	-2	0.9	0	i	0	0.5	-4	10	-1	-7
CCOC(=O)[C@]12CCCC=C1N(CCc1ccc(OC)c(OC)c1)C(=O)[C@H](CC(=O)NCCCN1CCCC1=O)C2	.	0.5	0	i	.	-0.4	.	-2	.	-5
Cc1nn(-c2ccccc2)c2sc(C(=O)N3CCCCC3)cc12	-3	-0.5	0	i	7	-0.8	-5	19	-19	-5
CCC(CO)Oc1cc(NCc2ccccc2Cl)c2ncn(C(C)C)c2c1 (stereo unspecified)	-6	-1.1	3	i	-2	-0.1	-5	14	-2	-8
S=C(NC1CCCCC1)NC1CC2CCC(C1)N2Cc1ccccc1 (stereo unspecified)	-2	0.1	1	i	-1	-0.1	-6	0	-8	13
Cc1nn(C)c(Cl)c1C(=O)NCC(=O)O	2	-0.6	-1	i	1	-0.6	-4	9	-2	8
O=C(CCNS(=O)(=O)c1cccc2nsnc12)NCc1ccco1	7	-1.2	-15	i	-1	0.6	-2	3	1	0

Four records picked at random from the list so far, as already listed:
SMILES	DNMT1 inh	LMPTP inh	SUMO1-SIM PPI	Neddyl block	STEP inh	Tb MetRS inh	NadD block	SKN-1 block	Scp1 inh	CendR NRP1 mod
Cc1nc(C)c(/C(O)=C\c2nc3ccc([N+](=O)[O-])cc3oc2=O)o1	1	-0.9	-22	i	2	0.1	-2	-19	-14	-10
CCn1nc(C)cc1C(=O)NC1CC(C)(C)Cc2c1cnn2-c1cccc(F)c1 (stereo unspecified)	5	-0.2	1	i	-2	-0.7	-6	4	-7	6
Cc1[nH]c2ccccc2c1C(c1ccccn1)N1CCCC1 (stereo unspecified)	-1	-1.9	-2	i	0	2.0	-7	-1	-5	6
COc1ccc(S(=O)(=O)N(C)C[C@H]2OCc3cnnn3CCCC(=O)N([C@@H](C)CO)C[C@H]2C)cc1	2	-3.0	2	i	0	-0.2	-4	4	.	2
